# MrgX1 allo act = allosterically activates human MrgX1 receptor signaling. B-score at 10 µM. MrgX1-HEK293, Fluo-4 calcium flux, FDSS; stronger effect = higher value. 0.63% of 310,000 active. Q96LB2;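 active = plate-corrected calcium response at least 3 library SD above typical, normal starting fluorescence, not activating the receptor alone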;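 note: compound read alongside a low EC10 to EC30 dose of BAM8-22 agonist; peak minus trough fluorescence over baseline measured at the second addition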
# TRPC4 inh = blocks the mouse TRPC4 cation channel; Q9QUQ5; HEK293 TRPC4beta/mu-opioid, DAMGO-evoked Fluo4 calcium flux; stronger effect = lower value; B-score at 10 µM; 0.39% of 300,000 active; AID 2247;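 active = B-score over 3 SD under the library average, no early fluorescence shift, positive overall ratio signal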
# Target sequence (Q9QUQ5 whole entry, looked up): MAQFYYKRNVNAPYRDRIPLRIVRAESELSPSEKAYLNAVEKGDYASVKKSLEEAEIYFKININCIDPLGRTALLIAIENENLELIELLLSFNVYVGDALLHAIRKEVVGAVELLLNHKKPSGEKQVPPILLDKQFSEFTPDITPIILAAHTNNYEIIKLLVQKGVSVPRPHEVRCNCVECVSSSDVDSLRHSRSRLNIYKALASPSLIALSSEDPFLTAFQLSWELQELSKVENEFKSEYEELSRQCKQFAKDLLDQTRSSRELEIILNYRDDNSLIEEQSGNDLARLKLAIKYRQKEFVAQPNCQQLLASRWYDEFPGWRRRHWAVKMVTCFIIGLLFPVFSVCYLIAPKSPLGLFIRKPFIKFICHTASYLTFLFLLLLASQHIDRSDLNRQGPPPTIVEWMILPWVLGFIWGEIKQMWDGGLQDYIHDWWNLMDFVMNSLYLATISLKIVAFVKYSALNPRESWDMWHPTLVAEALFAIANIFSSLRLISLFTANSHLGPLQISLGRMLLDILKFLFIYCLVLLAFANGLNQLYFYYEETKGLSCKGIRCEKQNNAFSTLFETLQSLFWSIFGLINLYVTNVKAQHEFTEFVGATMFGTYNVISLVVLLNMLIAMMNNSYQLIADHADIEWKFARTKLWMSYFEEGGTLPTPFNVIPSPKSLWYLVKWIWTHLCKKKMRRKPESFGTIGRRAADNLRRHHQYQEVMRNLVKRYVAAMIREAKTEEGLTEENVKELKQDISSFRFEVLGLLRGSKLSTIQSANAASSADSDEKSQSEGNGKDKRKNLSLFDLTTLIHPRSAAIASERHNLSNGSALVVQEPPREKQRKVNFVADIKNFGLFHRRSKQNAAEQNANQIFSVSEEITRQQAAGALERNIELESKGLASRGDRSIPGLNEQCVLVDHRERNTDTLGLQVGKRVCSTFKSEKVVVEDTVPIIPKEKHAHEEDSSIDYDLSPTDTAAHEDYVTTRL
#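 Assay system: Stable TRPC4beta/mu-opioid receptor HEK293 cells | Reagent: DAMGO in two steps, submaximal then maximal | Compound dosing: Single concentration per test compound | Signal: Fluo4 Ca2+ flux fluorescence | Evaluation: Per-well B score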
# RGS4 inh = inhibitors of human RGS4; P49798; HEK293 M3R/RGS4 inducible, Fluo-4 calcium flux; stronger effect = higher value; triggered by carbachol at its EC20; B-score at 10 µM; 0.45% of 310,000 active;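 active = B-score, a plate-corrected calcium signal, over three deviations above library mean, with baseline fluorescence within five deviations of library mean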;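 note: RGS4 expression induced by doxycycline in cells with stable M3 receptor; B-score is computed from the integrated fluorescence ratio over baseline after carbachol; higher B-score means a larger calcium signal and so more RGS4 inhibition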
# TRPC6 act = activators of mouse TRPC6 channel; HEK293-TRPC6 membrane potential dye fluorescence; stronger effect = higher value; 0.13% of 310,000 active; AID 2550; B-score at 10 µM; Q61143;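 active = B-score of the integrated fluorescence ratio above library mean plus 3 SD, and starting fluorescence ratio within library mean plus 5 SD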;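 note: higher score means more depolarization so channel activation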
# HIF act = HIF pathway transcriptional activation; U2OS HRE-luciferase reporter, luminescence; normalized: DMSO 0%, desferrioxamine 100%; activation, % at 7.5 µM (by protocol); 0.32% of 300,000 active; AID 1910;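 active = mean activation of at least 10% of the iron chelator positive control signal, with at least half of replicates also reaching 10%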
# MrgX1 agonist = agonists of human MrgX1 receptor; MrgX1-HEK293 cells, Fluo-4 calcium fluorescence, agonist mode; stronger effect = higher value; AID 588627; B-score at 10 µM; 0.44% of 310,000 active;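 active = calcium response B-score plate-corrected fluorescence ratio at least 3 library SD, with starting fluorescence B-score inside 5 SD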
#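 System – MrgX1-expressing HEK293 cells · Incubation – cells plated overnight, dye loaded 0.5 h 37 °C, 0.5 h room temperature · Technique – kinetic Fluo-4 NW fluorescence of intracellular calcium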
# RGS4 pot = RGS4 potentiation or activation. HEK293 M3R/inducible RGS4, carbachol calcium flux Fluo4; stronger effect = lower value. B-score at 10 µM. 0.92% of 310,000 active. AID 463111;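 active = B-score of the integrated calcium signal more than 4 SD below the library mean, with starting fluorescence not abnormally high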;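 note: negative B-score means reduced calcium response which marks RGS4 activation or potentiation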
#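 System: HEK293 FlpIn-TREx cells, stable M3R, doxycycline-inducible RGS4. Timing: overnight RGS4 induction, 30 min dye load 37 °C, 20 min compound RT. Also added: carbachol, ECmax concentration. Measured by: Fluo4 fluorescence kinetic imaging of calcium. Evaluation: integrated calcium ratio converted to B score.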
# Platelet DG rel = platelet dense granule release activity; AID 1663; inhibition, %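 (compounds screened at 7.5 µM in platelet-rich plasma)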; human platelet-rich plasma, SFLLRN dense granule ATP release, luminescence; 0.22% of 300,000 active;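 active = mean replicate score, as percent of positive control, at or above 50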
# MrgX1 antag = human MrgX1 receptor antagonism, primary screen; Q96LB2; MRGX1-HEK293 calcium flux, Fluo-4, BAM8-22 antagonism; stronger effect = lower value; B-score at 10 µM; 1.3% of 310,000 active;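 active = calcium-response B-score plate-corrected more than 3 library SD below zero, starting fluorescence within 5 deviations, no agonist response on first addition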;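 note: peak minus trough fluorescence over baseline after final BAM8-22 challenge near maximal dose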
# TRPC6 inhibitor = mouse TRPC6 channel inhibition | B-score at 10 µM | HEK293-TRPC6, membrane potential dye, ACh-evoked depolarization; stronger effect = lower value | 1.1% of 310,000 active | Q61143 | AID 2553;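 active = B-score under library mean minus 3 SD, initial fluorescence not abnormally high, positive integrated signal ratio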;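 note: B-score derived from integrated fluorescence ratio over the kinetic read; more negative B-score means stronger inhibition of depolarization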
# SKKanGAS inh = inhibitors of SKKanGAS S. pyogenes growth in kanamycin (SK-promoter or general growth effect); BacTiter-Glo, 6 h; inhibition, % at 7.5 µM; 1.3% of 300,000 active; AID 1662;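 active = mean replicate score, as percent of positive control median, at least 50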;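 note: strain carries kanamycin resistance gene driven by streptokinase promoter and grows in 40 µg/ml kanamycin; loss of luminescence reflects streptokinase promoter inhibition or plain growth inhibition; 0% = median of DMSO wells and 100% = positive control at its reference dose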
# Starred values were filed as active, the others as inactive; i = inactive; x = not tested or not shown.
SMILES,MrgX1 allo act,TRPC4 inh,RGS4 inh,TRPC6 act,HIF act,MrgX1 agonist,RGS4 pot,Platelet DG rel,MrgX1 antag,TRPC6 inhibitor,SKKanGAS inh
CCOc1ccc(NC(=O)C2=C(C)NC(=S)NC2c2ccc(O)c(OC)c2)cc1 (centres undefined),i,i,i,i,-0.5,i,i,3,i,i,5
O=C(NCC1CCCO1)C(c1cccnc1)N(C(=O)Cc1cccs1)c1ccccc1 (centres undefined),i,i,i,i,1.0,i,i,6,i,i,4
COc1ccc2nnc(-c3ccccc3)n2n1,i,i,i,i,-0.5,i,i,-4,i,i,-7
COc1ccc(S(=O)(=O)N2CCN(C(=O)CN3C(=O)NC4(CCCC4)C3=O)CC2)cc1,i,i,i,i,0.6,i,i,-6,i,i,7
Cc1cc(S(=O)(=O)Nc2c(C(=O)O)[nH]c3ccccc23)ccc1F,i,i,i,i,0.2,i,i,2,i,i,-4
COc1ccc(CC(=O)OCN2C(=O)c3ccccc3C2=O)cc1OC,i,i,i,i,-0.5,i,i,3,i,i,0
COc1cc(/C=C2\SC(=S)N(CC(=O)Nc3cccnc3)C2=O)cc(OC)c1OC,i,i,i,i,-0.3,i,i,2,i,i,30
CC(Oc1cccc(Cl)c1)C(=O)Nc1ccc(S(=O)(=O)NC2=NCCCCC2)cc1 (centres undefined),i,i,i,i,0.2,i,i,10,i,i,-8
CCCc1nc2c(o1)CC(CC(C)SCC)CC2=O (centres undefined),i,i,i,i,-0.3,i,i,-17,i,i,-7
CCOC(=O)Cc1c(C)nc2c(-c3cccc(Br)c3)cnn2c1C,i,i,i,i,0.5,i,i,-2,i,i,-6
COc1ccc(N(CC(=O)N2CCN(Cc3ccc4c(c3)OCO4)CC2)S(C)(=O)=O)cc1OC,i,i,i,i,-0.5,i,i,3,i,i,-4
CCc1cc(=O)oc2c(C)c(OC(C)C(=O)NCCCN3CCOCC3)ccc12 (centres undefined),i,i,i,i,-0.4,i,i,-4,i,i,-10
COc1ccc(C(=O)Nc2nnc(S(=O)(=O)N3CCC(C)CC3)s2)cc1OC,i,i,i,i,0.0,i,i,-8,i,i,17
COc1ccc(CNc2oc(C)nc2C#N)cc1,i,i,i,i,0.1,i,i,0,i,i,-8
O=C(Nc1ccncc1)c1ccc(Cl)c(S(=O)(=O)N2CCc3ccccc32)c1,i,i,i,i,2.0,i,i,6,i,i,-6
Cc1cc(=O)n2nc(N3CCC(C(=O)NCc4ccccc4)CC3)sc2n1,i,i,i,i,-1.7,i,i,0,i,i,0
COc1ccc(CNC(=O)COC(=O)CCC(=O)c2cccs2)cc1,i,i,i,i,-0.3,i,i,0,i,i,2
O=C(Cc1ccccc1)NCc1cccnc1,i,i,i,i,-0.6,i,i,9,i,i,-3
Cc1cc(O)cc(=O)n1C,i,i,i,i,0.4,i,i,-3,i,i,-13
O=C(NCC1CCCO1)C1CC(c2ccccc2Cl)=NO1 (centres undefined),i,i,i,i,1.5,i,i,-1,i,i,-6
N#CCC(=O)N/N=C/c1cn(Cc2cccc3ccccc23)c2ccccc12,i,i,i,i,-0.7,i,i,7,i,i,33
CCOC(=O)c1c(-c2ccccc2)cn2ccccc12,i,i,i,i,0.6,i,i,14,i,i,6
COc1ccc(CCNC(=O)CN2C(=O)NC(CCSC)C2=O)cc1 (centres undefined),i,i,i,i,-1.4,i,i,26,i,i,-9
CC(C)(C)c1ccc(NC(=S)NCc2cccnc2)cc1,i,i,i,i,-0.4,i,i,-3,i,i,-4
O=C(CSc1nc2ccccc2n1CCc1ccccc1)NC1CCS(=O)(=O)C1 (centres undefined),i,i,i,i,0.0,i,i,4,i,i,7
O=C(CN1CCN(c2ccccc2F)CC1)NC(=O)NCc1ccco1,i,i,i,i,-0.5,i,i,10,i,i,10
CCC(C(=O)Nc1cccnc1Cl)c1ccccc1 (centres undefined),i,i,i,i,-0.7,i,i,-2,i,i,-1
CCN(CCNC(=O)C1CCN(Cc2nc(-c3cccc(Cl)c3)oc2C)CC1)c1ccccc1,i,i,i,i,-1.0,i,i,-5,i,i,-3
O=C(COC(=O)CCS(=O)(=O)c1ccc(Cl)cc1)NC1CCCCC1,i,i,i,i,-0.1,i,i,6,i,i,-5
Cn1cnnc1SCC(=O)N1N=C(c2ccc(Cl)cc2)CC1c1ccco1 (centres undefined),i,i,i,i,-0.2,i,i,4,i,i,8
COc1ccccc1NC(=O)Nc1nc(CC(=O)N2CCN(c3ccc(F)cc3)CC2)cs1,i,i,i,i,0.1,i,-8.2*,1,i,i,-2
O=S(=O)(NCc1ccccc1)NCc1ccc(Cl)cc1Cl,i,i,i,i,-12,i,i,-12,i,i,-3
NC(=O)c1c(NC(=O)c2ccccc2)sc2c1CCC2,i,i,i,i,1.3,i,i,4,i,i,0
CC1(C)CC(NCCC(c2ccccc2)c2ccco2)CCO1 (centres undefined),i,i,i,i,0.0,i,i,13,i,i,-7
CCOC(=O)Cc1nnc(NC(=O)CC)s1,i,i,i,i,-0.4,i,i,7,i,i,3
COc1ccc(C(=O)NC(=S)NNC(=O)c2ccc(NC(C)=O)cc2)cc1Br,i,i,i,i,-0.3,i,i,-2,i,i,70*
Cc1cccc(Cn2cnc3c(nnn3Cc3ccccc3F)c2=O)c1,i,i,i,i,-0.3,i,i,-9,i,i,-5
CCOC(=O)C1=C(c2ccccc2)O/C(=C(/C(=O)OC)C(F)(F)F)S1,i,i,i,i,-0.2,i,i,6,i,i,1
CC(=O)NCCC(=O)NCC1(N(C)Cc2ccccc2)Cc2ccccc2C1,i,i,i,i,0.1,i,i,-7,i,i,2
Cc1cccc(-c2nc(C#N)c(N3CCC(C)CC3)o2)c1,i,i,i,i,-16,i,i,0,i,i,10
O=C(Nc1nc(NC(=O)c2ccco2)n(-c2ccccc2)n1)c1ccccc1,i,i,i,i,12*,i,i,-2,i,i,-16
CN(C)CCN(C(=O)c1ccc2ccccc2c1)c1nc2ccc(F)cc2s1,i,i,i,i,3.1,i,i,1,i,i,-5
CN(c1ccc(C(=O)Nc2ccc3c(c2)n(C)c(=O)n3C)cc1)S(C)(=O)=O,i,i,i,i,1.7,i,i,16,i,i,11
N/C(=N\c1nc2ccccc2o1)NC(=O)c1ccc(F)cc1,i,i,i,i,0.1,i,i,x,i,i,0
COc1ccc2c(COC(=O)c3cccc(S(=O)(=O)NCC(C)C)c3)cc(=O)oc2c1,i,i,i,i,0.0,i,-7.2*,-12,i,i,11
COc1cc(C(=S)N2CCN(C)CC2)ccc1OCC(=O)NCc1ccccc1,i,i,i,i,0.0,i,i,-1,i,i,4
C=CCn1c(=O)c2ccccc2n2c(SCC(=O)N(C)C)nnc12,x,i,i,i,-0.4,x,i,0,x,i,-5
O=C(NCC(=O)N1CCN(S(=O)(=O)c2ccccc2F)CC1)c1ccc2c(c1)OCO2,i,i,i,i,0.8,i,i,6,i,i,0
CC(Sc1nnc(-c2ccccc2F)n1C1CC1)C(N)=O (centres undefined),i,i,i,i,-1.6,i,i,7,i,i,-4
CCOC(=O)CSc1nc2cccnc2n1-c1ccc(F)cc1,i,i,i,i,0.6,i,i,5,i,i,1

# (list continues)
SMILES,MrgX1 allo act,TRPC4 inh,RGS4 inh,TRPC6 act,HIF act,MrgX1 agonist,RGS4 pot,Platelet DG rel,MrgX1 antag,TRPC6 inhibitor,SKKanGAS inh
Cn1ncc([N+](=O)[O-])c1C(=O)Nc1ccc(Cl)cc1,i,i,i,i,-4.1,i,i,0,i,i,-2
N#Cc1ccccc1NC(=S)Nc1ccc(F)cc1,i,i,i,i,-0.2,i,i,-1,i,i,-6
Cc1oc(-c2ccccc2Cl)nc1CSCC(=O)O,i,i,i,i,-0.2,i,i,4,i,i,-3
C(=N\N1CCN(Cc2cccc3ccccc23)CC1)/c1cccnc1,i,i,i,i,-0.4,i,i,-6,i,i,-7
CN(C(=O)CN1C(=O)NC(C)(CCc2ccccc2)C1=O)c1ccccc1 (centres undefined),i,i,i,i,-0.4,i,i,-3,i,i,-1
O=C(COc1ccccc1)OCC(=O)N1CCCc2ccccc21,i,i,i,i,-0.1,i,i,6,-6.1*,i,41
Cc1ccc(NC(=O)COC(=O)CCc2ccccc2)c(Cl)c1,i,i,i,i,-0.3,i,i,5,i,i,1
COc1ccc(S(=O)(=O)N2CCNC(=O)C2)cc1Br,i,i,i,i,-0.8,i,i,0,i,i,-4
CC(C)(C)c1ccc(C(=O)N/N=C/c2ccccn2)cc1,i,i,i,i,1.6,i,i,0,i,i,63*
Cc1ccc(C)c(OCC(=O)Nc2nc3ccc([N+](=O)[O-])cc3s2)c1,i,i,i,i,0.3,i,i,-12,-7.2*,i,2

# Some of the entries above in a different format.
Molecule	MrgX1 allo act	TRPC4 inh	RGS4 inh	TRPC6 act	HIF act	MrgX1 agonist	RGS4 pot	Platelet DG rel	MrgX1 antag	TRPC6 inhibitor	SKKanGAS inh
O=C(NCC1CCCO1)C1CC(c2ccccc2Cl)=NO1 (centres undefined)	i	i	i	i	1.5	i	i	-1	i	i	-6
O=C(Cc1ccccc1)NCc1cccnc1	i	i	i	i	-0.6	i	i	9	i	i	-3

# Later entries
SMILES,MrgX1 allo act,TRPC4 inh,RGS4 inh,TRPC6 act,HIF act,MrgX1 agonist,RGS4 pot,Platelet DG rel,MrgX1 antag,TRPC6 inhibitor,SKKanGAS inh
CSCCC(NC(=O)COc1ccccc1)C(=O)N1CCN(C(C)=O)CC1 (centres undefined),i,i,i,i,0.1,i,i,-3,i,i,-2
O=C(Nc1ccc2[nH]c(=O)[nH]c2c1)c1c(F)c(F)c(F)c(F)c1F,i,i,i,i,0.0,i,i,-1,i,i,9
CCOc1ccc(C(C)=O)cc1CSc1nnnn1-c1ccc(O)cc1,i,i,i,i,-0.1,i,i,-14,i,i,-5
N#Cc1ccccc1Cn1cc(/C=N/Nc2ccc([N+](=O)[O-])cn2)c2ccccc21,i,i,i,i,0.1,i,-11*,-2,-6.2*,i,12
CCN1CCN(CCC(=O)Nc2cccc(OC)c2)CC1,i,i,i,i,1.3,i,i,-2,i,i,-12
CC(=O)NCCCNc1ccc([N+](=O)[O-])cc1,i,i,i,i,0.2,i,i,-2,i,i,0
Cc1ccc(NC(=O)C2=C(c3ccccc3)S(=O)(=O)CCS2(=O)=O)cc1,i,i,15*,i,0.0,i,i,-2,i,i,-12
CN(C)C(CNC(=S)Nc1ccc(F)cc1)c1cccnc1 (centres undefined),i,i,i,i,0.2,i,i,-1,i,i,-3
C=CCNC(=O)c1cc2cccc(OC)c2oc1=O,i,i,i,i,0.7,i,i,-11,i,i,-6

# Assay outcomes from PubChem.
